# HEK293 NOD2/NF-kB = inhibition of NOD2-driven NF-kB reporter – cell-based, luminescence, uHTS, HEK293 (AID 1566); inhibition, % at 4 µM, or EC50 in µM where a hit was titrated; actives 0.63% (n = 290,000); HEK293 NOD2/NF-kB luciferase reporter, luminescence; higher % means a stronger effect; also: many of its hits are not listed in these tables
# Dynein transport = dynein cargo transport inhibition. actives 0.47% (n = 220,000). z-score, hits read low. 3617.4 mouse cells, GR-EGFP nuclear translocation imaging; test concentration mostly 20 µM; stimulated with dexamethasone, 1 µM; stronger effect = lower value;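 active = plate z-score of nuclear minus cytoplasmic receptor signal below a set negative limit, without overly bright fluorescence or cell loss, cut at about -3.5 in these data, passing the limit was not always enough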;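 also: z-score of nuclear minus cytoplasmic ring GR-EGFP intensity difference per well; some compounds called inactive have numbers as strong as hits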
#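 Buffer or medium: tet-free medium with charcoal-stripped serum / Also added: dexamethasone agonist, 1.0 µM final, for 30 min / Timing: induction 48 h, compound 1 h, agonist 30 min / Measured by: high-content fluorescence imaging after fixation / Read-out: nuclear-to-cytoplasmic GR-EGFP distribution per well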
# GPR55 beta-arrestin = selective activators of receptor GPR55 – imaging, U2OS cells, beta-arrestin-GFP redistribution, primary screen (AID 1961). actives 0.048% (n = 290,000). activation, % at 10 µM; hits with a dose series show EC50 in µM. U2OS GPR55 beta-arrestin-GFP redistribution imaging; higher % means a stronger effect;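 active = activation above 40% with more than 50 cells counted in the well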;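 also: U2OS osteosarcoma cells stably expressing GPR55 and beta-arrestin-GFP; plate controls were DMSO negative control for no effect and LPI positive control for full effect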
# NOD1 inhibition = inhibition of NOD1-driven NF-kB reporter – cell-based, luminescence, uHTS, primary screen (AID 1578). actives 1% (n = 290,000). inhibition, % at 4 µM, or EC50 in µM where a hit was titrated. NOD1-driven NF-kB luciferase reporter cells, luminescence; higher % means a stronger effect; in the data active = inhibition mostly above about 36%, no sharp cut-off; inactive = mostly below about 34%;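 also: HEK-293T reporter cells stimulated with the NOD1 agonist gamma-tri-DAP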
# KOR beta-arrestin-1 = kappa opioid receptor blockers – cell-based, luminescence, uHTS (AID 1778) | KOR beta-arrestin recruitment, luminescence, antagonist mode; higher % means a stronger effect | inhibition, % at 10 µM; hits with a dose series show IC50 in µM | actives 0.091% (n = 290,000); also: strong numbers were not always called active
# KOR beta-arrestin-2 = kappa opioid receptor activators – cell-based, luminescence, uHTS, primary screen (AID 1777). KOR beta-arrestin recruitment, luminescence; higher % means a stronger effect. activation, % at 10 µM, or EC50 in µM where a hit was titrated. actives 0.02% (n = 280,000); in the data active = activation above about 50%, passing the limit was not always enough; also: a part of the inactive calls stands beside numbers as strong as those of hits
# P. falciparum M1AAP = malaria alanyl aminopeptidase activity blockers – biochemical, fluorogenic H-Leu-NHMec substrate, 1536-well (AID 1445). one-dose inhibition, % at 30 µM; IC50 in µM for titrated hits. actives 0.42% (n = 220,000). recombinant M1AAP, H-Leu-NHMec fluorogenic kinetic assay; higher % means a stronger effect;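 active = primary inhibition above the hit cutoff, then over 50% inhibition at one or more dose response concentrations, cut at about 23% in these data, passing the limit was not always enough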;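 also: plate controls were DMSO full reaction for no effect and no enzyme background for full effect; strong numbers were not always called active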
# AID2073 = inhibitors of Mint1-CaV2.2 protein interaction, biochemical, HTRF (AID 2073). HTRF protein-protein interaction, Mint1-CaV2.2; higher % means a stronger effect. inhibition, % at 20 µM, or IC50 in µM where a hit was titrated. actives 0.19% (n = 290,000); in the data active = inhibition mostly above about 51%, no sharp cut-off; also: some results filed as inactive read as strong as hits
# M17LAP inhibition = P. falciparum M17LAP inhibitors, primary screen, biochemical, fluorogenic H-Leu-NHMec substrate, 1536-well (AID 1619). recombinant M17LAP, H-Leu-NHMec fluorogenic kinetic assay; higher % means a stronger effect. one-dose inhibition, % at 30 µM; IC50 in µM for titrated hits. actives 0.38% (n = 220,000);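 active = compound inhibiting the enzyme by more than half at any dose during confirmatory dose-response retesting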;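 also: plate controls were full reaction with DMSO carrier for no effect and no enzyme background for full effect; strong numbers were not always called active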
# Dynein transport cytoplasmic EGFP = further read-out of Dynein transport, marked with its call; z-score; measured here: cytoplasmic GR-EGFP intensity; stronger effect = higher value
# Dynein transport nuclear GR-EGFP = further read-out of Dynein transport, marked with its call; z-score; measured here: nuclear GR-EGFP intensity;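 lower value marks the stronger effect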
# Dynein transport cell count = recorded beside Dynein transport, whose call it bears; z-score; measured here: cell count per field
# * = called active by the depositor; x = not tested or not shown; & = joins results of further samples; [ ] = dose if it differs, or a comment. Rule as the data show it, unless noted: active = inhibition above about 50%; inactive = the rest. An excerpt; count on the stated rates, not on these rows.
# Results follow in this order: KOR beta-arrestin-1	HEK293 NOD2/NF-kB	Dynein transport nuclear GR-EGFP	GPR55 beta-arrestin	KOR beta-arrestin-2	Dynein transport cell count	AID2073	NOD1 inhibition	Dynein transport	Dynein transport cytoplasmic EGFP	P. falciparum M1AAP	M17LAP inhibition
COc1ccccc1C(=O)N/C(=C/c1ccc(Br)cc1)C(=O)NCCO
    -3%	3%	-0.85	-0.1%	-0.1%	0.18	10%	-9%	-0.9	-0.21	15%	13%
CC(=O)c1ccc(NC(=S)NC(=O)CC(C)C)cc1
    10%	-13%	-0.089	0.8%	2.3%	1.6	-6%	-16%	-0.12	-0.27	-1%	9%
Cc1ccc(C2NCCS2)cc1 (stereo not drawn)
    13%	5%	0.0059	-0.4%	-7.3%	-0.21	-16%	-43%	-0.093	-0.094	0%	0%
O=C(COc1ccc(S(=O)(=O)N2CCOCC2)cc1)Nc1ccccc1Cl
    -22%	10%	x	-0.1%	-1.0%	x	4%	-4%	x	x	x	x
O=C(CCCCCn1c(=O)[nH]c2ccccc2c1=O)NCCc1c[nH]c2ccccc12
    -27%	4%	-0.54	-0.1%	1.9%	0.87	-1%	37%	-1.4	-0.18	3%	-8%
Cc1[nH][nH]c(=O)c1C(c1ccc(O)c([N+](=O)[O-])c1)c1c(C)[nH][nH]c1=O
    28%	-3%	0.22	-0.4%	-6.1%	-0.29	2%	-14%	-0.33	-0.21	14%	24%
Cc1ccc(CN2CCN(C(=O)CCN3C(=O)c4ccccc4C3=O)CC2)cc1
    9%	1%	0.3	-0.2%	-2.0%	-0.58	1%	-6%	-0.095	-0.18	-3%	10%
Cc1ccc(S(=O)(=O)NCCN=Cc2ccc(N(C)C)cc2)cc1
    -1%	6%	x	-0.1%	1.5%	x	-1%	-20%	x	x	x	x
O=C1C=C(N2CCCCC2)C2(CCCCC2)O1
    -28%[20 µM]	16%	1.3	-0.1%	x	-0.79	-23%	-2%	2.1	-0.11	0%	-3%
CC1(C)CC(=O)c2sc(N)nc2C1
    -21%	1%	0.065	-0.1%	-2.4%	1.1	0%	-32%	0.072	-0.22	-1%	-4%

# Next section:
# Results follow in this order: KOR beta-arrestin-1	HEK293 NOD2/NF-kB	Dynein transport nuclear GR-EGFP	GPR55 beta-arrestin	KOR beta-arrestin-2	Dynein transport cell count	AID2073	NOD1 inhibition	Dynein transport	Dynein transport cytoplasmic EGFP	P. falciparum M1AAP	M17LAP inhibition
O=C(Nc1ccc(Br)c2cccnc12)c1ccc(Cn2cc([N+](=O)[O-])cn2)o1
    -1%	-12%	-0.75	-0.1%	-1.9%	-0.27	2%	-17%	-1.8	0.21	5%	2%
COc1cc(NC(=O)C(=O)NCCN2CCNCC2)c(OC)cc1Cl
    26%	21%	-0.26	0.8%	-3.7%	0.55	-24%	-6%	-0.71	-0.28	6%	3%
O=C(Nc1ccccc1)c1cccc(=O)o1
    -33%	4%	-0.36	0.7%	1.7%	0.57	0%	-13%	-0.54	-0.21	3%	8%
CCOC(=O)N1CCC(C(N)=O)CC1
    2%	1%	0.93	0.3%	-9.4%	-1.3	-5%	-2%	1.4	-0.046	0%	1%
CC1=C(C(=O)N2CCCC(N3CCN(c4cccc(C(F)(F)F)c4)CC3)C2)OCCO1 (stereo not drawn)
    -16%	16%	x	-0.1%	3.8%	x	1%	13%	x	x	x	x
COc1ccccc1C(=O)OCC(=O)Nc1ccc(Cl)cn1
    -7%	13%	-0.72	0.1%	0.2%	0.54	-14%	-13%	-0.71	-0.36	0%	3%
CCn1c(COc2ccccc2C)nnc1SCc1nc2ccccc2c(=O)[nH]1
    4%	20%	-0.023	-0.3%	-2.3%	0.56	8%	-17%	0.41	-0.1	2%	15%
C/C(=N\NC(=O)c1ccc2c(c1)OCO2)c1ccco1
    -6%	-36%	0.11	0.2%	3.0%	-1.9	-9%	-33%	0.36	-0.044	5%	18%
Cn1cc(C=O)c2ccccc21
    7%	21%	0.89	-0.2%	x	-0.49	-16%	-7%	1.8	-0.27	-1%	-1%
Cc1cccc(CSc2nc3ccncc3n2CC(=O)Nc2cc(C)cc(C)c2)c1
    x	-12%	0.46	-0.2%	x	0.3	2%	-6%	-0.35	-0.29	0%	12%

# Later entries
# Results follow in this order: KOR beta-arrestin-1	HEK293 NOD2/NF-kB	Dynein transport nuclear GR-EGFP	GPR55 beta-arrestin	KOR beta-arrestin-2	Dynein transport cell count	AID2073	NOD1 inhibition	Dynein transport	Dynein transport cytoplasmic EGFP	P. falciparum M1AAP	M17LAP inhibition
O=C(CC1S/C(=N/N=C/c2ccco2)NC1=O)Nc1cccc(Cl)c1Cl (stereo not drawn)
    -27%	18%	-0.18	-0.2%	0.2%	0.33	14%	-11%	-0.94	2.3	0%	0%
CC1CC(C)CN(CCCNC(=O)CN2C(=O)c3cccnc3Oc3ccccc32)C1 (stereo not drawn)
    -44%	11%	x	0.2%	6.2%	x	25%	9%	x	x	x	x
CCOc1ccc(/C=N\NC(=O)CC(=O)NCCc2ccccc2)cc1
    8%	6%	x	-0.1%	-0.6%	x	6%	-28%	x	x	x	x
CCc1nnc(NC(=O)CN2CCN(Cc3cccc(OC)c3)CC2)s1
    -6%	15%	x	0.3%	0.6%	x	7%	-31%	x	x	x	x
Cc1ccc(CNC(=O)CCNC(=O)Cn2ccc3ccccc3c2=O)cc1
    -27%	5%	0.41	0.8%	3.8%	0.38	0%	0%	-0.24	0.029	7%	10%
COc1ccccc1C(=O)Nc1nc(-c2ccc3c(c2)OCCO3)cs1
    -20%	26%	-0.71	0.6%	0.5%	0.64	15%	2%	-1.3	-0.2	2%	3%
COC(=O)C1=C(C)N=c2s/c(=C/c3cccs3)c(=O)n2C1c1ccc(F)cc1 (stereo not drawn)
    -4%	6%	0.6	0.5%	7.1%	1.3	6%	-23%	0.016	2.7	5%	13%
CCOc1cc(/C=N/NC(=O)CN2CCOCC2)ccc1OCc1ccc(Cl)cc1
    3%	10%	-0.62	-0.2%	-3.2%	0.86	-9%	-24%	-1.1	-0.18	-7%	1%
Cc1ccc([N+](=O)[O-])cc1N(CC(=O)N1CCCCC1)S(C)(=O)=O
    16%	10%	1.3	0.5%	-0.8%	-1.9	-11%	-5%	1	-0.29	2%	-3%
O=C(O)C(CCCCNS(=O)(=O)c1ccc(F)cc1)NS(=O)(=O)c1ccc(F)cc1 (stereo not drawn)
    -17%&-25%	-1%&-40%	x	-0.1%&0.0%	-2.0%&-1.1%	x	6%&11%	14%&18%	x	x	x	x

# Profiles, quoted from the list:
# CCOC(=O)N1CCC(C(N)=O)CC1 as listed: KOR beta-arrestin-1: 2%; HEK293 NOD2/NF-kB: 1%; Dynein transport nuclear GR-EGFP: 0.93; GPR55 beta-arrestin: 0.3%; KOR beta-arrestin-2: -9.4%; Dynein transport cell count: -1.3; AID2073: -5%; NOD1 inhibition: -2%; Dynein transport: 1.4; Dynein transport cytoplasmic EGFP: -0.046; P. falciparum M1AAP: 0%; M17LAP inhibition: 1%
# CC1(C)CC(=O)c2sc(N)nc2C1 as listed: KOR beta-arrestin-1: -21%; HEK293 NOD2/NF-kB: 1%; Dynein transport nuclear GR-EGFP: 0.065; GPR55 beta-arrestin: -0.1%; KOR beta-arrestin-2: -2.4%; Dynein transport cell count: 1.1; AID2073: 0%; NOD1 inhibition: -32%; Dynein transport: 0.072; Dynein transport cytoplasmic EGFP: -0.22; P. falciparum M1AAP: -1%; M17LAP inhibition: -4%

# Next entries:
# Results follow in this order: KOR beta-arrestin-1	HEK293 NOD2/NF-kB	Dynein transport nuclear GR-EGFP	GPR55 beta-arrestin	KOR beta-arrestin-2	Dynein transport cell count	AID2073	NOD1 inhibition	Dynein transport	Dynein transport cytoplasmic EGFP	P. falciparum M1AAP	M17LAP inhibition
CCCCCOc1ccc(N2C(=O)C(C)CNC2=S)cc1 (stereo not drawn)
    10%	-47%	0.54	0.2%	-1.1%	-1.3	12%	4%	0.91	-0.12	2%	-6%
Cc1ccc(C(=O)Nc2cccc(C(=O)NCc3ccco3)c2)cc1
    24%	-32%	-1.3	0.0%	-1.7%	0.12	1%	-51%	-1.2	-0.08	9%	2%
Cc1ccc(OCCc2csc(N)n2)cc1
    18%	-70%	0.033	-0.4%	-3.4%	-0.095	4%	-35%	-0.014	-0.18	-3%	-8%
Cc1cccc(NC(=O)c2onc3c2CCCC3)c1C
    -21%	-122%	0.81	0.3%	6.3%	0.45	-4%	-49%	0.54	-0.22	-6%	5%
CCC(C(=O)NCc1cccnc1)n1nc(C)c2sc3ccccc3c2c1=O (stereo not drawn)
    -7%	12%	x	0.0%	-1.0%	x	-4%	2%	x	x	x	x

# Structures above that have a Cl atom, in the order listed:
# Results follow in this order: KOR beta-arrestin-1	HEK293 NOD2/NF-kB	Dynein transport nuclear GR-EGFP	GPR55 beta-arrestin	KOR beta-arrestin-2	Dynein transport cell count	AID2073	NOD1 inhibition	Dynein transport	Dynein transport cytoplasmic EGFP	P. falciparum M1AAP	M17LAP inhibition
O=C(COc1ccc(S(=O)(=O)N2CCOCC2)cc1)Nc1ccccc1Cl
    -22%	10%	x	-0.1%	-1.0%	x	4%	-4%	x	x	x	x
COc1cc(NC(=O)C(=O)NCCN2CCNCC2)c(OC)cc1Cl
    26%	21%	-0.26	0.8%	-3.7%	0.55	-24%	-6%	-0.71	-0.28	6%	3%
COc1ccccc1C(=O)OCC(=O)Nc1ccc(Cl)cn1
    -7%	13%	-0.72	0.1%	0.2%	0.54	-14%	-13%	-0.71	-0.36	0%	3%
O=C(CC1S/C(=N/N=C/c2ccco2)NC1=O)Nc1cccc(Cl)c1Cl (stereo not drawn)
    -27%	18%	-0.18	-0.2%	0.2%	0.33	14%	-11%	-0.94	2.3	0%	0%
CCOc1cc(/C=N/NC(=O)CN2CCOCC2)ccc1OCc1ccc(Cl)cc1
    3%	10%	-0.62	-0.2%	-3.2%	0.86	-9%	-24%	-1.1	-0.18	-7%	1%
